High-throughput results: PubChem, Sanford-Burnham Center for Chemical Genomics
beta cell repl = MIN6 beta-cell proliferation induction. MIN6 cells proliferation, ATPlite luminescence, 48 h; cells starved in 0.2% serum; 100% = growth in 10% serum. proliferation, % at 10 µM. 0.29% of 330,000 active. AID 2380;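 active = compounds whose signal lies at least 3.5 SD above the mean of all wells on their plate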;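 note: 0% = DMSO-treated cells in low-serum medium and 100% = 10% serum control; some compounds called inactive have numbers as strong as hits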
hIAP activ = human IAP activation. P09923. purified human IAP, CDP-Star luminescence, 30 min; active compounds read high; 1 = vehicle-only enzyme, 0 = enzyme-free background. activation factor at 10 µM. 0.16% of 330,000 active;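 active = activation factor of the enzyme at least 2-fold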; note: the source names both 10 and 20 µM as test concentration; values of inactives mirror those of a sister screen read the other way
Target sequence (P09923 whole entry, looked up): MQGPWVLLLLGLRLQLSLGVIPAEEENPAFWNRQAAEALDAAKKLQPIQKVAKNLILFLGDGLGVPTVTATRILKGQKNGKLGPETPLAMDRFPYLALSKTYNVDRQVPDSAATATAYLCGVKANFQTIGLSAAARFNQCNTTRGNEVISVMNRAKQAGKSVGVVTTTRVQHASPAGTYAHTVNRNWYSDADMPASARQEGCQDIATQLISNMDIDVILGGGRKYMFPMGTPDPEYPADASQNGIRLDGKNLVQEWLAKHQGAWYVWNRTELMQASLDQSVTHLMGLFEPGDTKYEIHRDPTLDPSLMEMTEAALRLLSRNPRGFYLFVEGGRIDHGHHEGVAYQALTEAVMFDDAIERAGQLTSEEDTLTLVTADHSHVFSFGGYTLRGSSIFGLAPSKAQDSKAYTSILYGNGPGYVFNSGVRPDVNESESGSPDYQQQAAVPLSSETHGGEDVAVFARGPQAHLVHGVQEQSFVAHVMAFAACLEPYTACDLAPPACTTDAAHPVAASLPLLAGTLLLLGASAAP
mIAP inh = mouse IAP inhibition. inhibition, % at 10 µM. purified mouse IAP, CDP-Star luminescence, 30 min. 0.2% of 330,000 active;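 active = inhibition of at least 40% at 10 µM in the primary screen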;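 note: plate controls were DMSO with enzyme for no effect and no enzyme wells for full effect; values of inactives mirror those of a sister screen read the other way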
hIAP block = human IAP inhibition; purified IAP, CDP-Star luminescence, 30 min; inhibition, % at 10 µM; 0.12% of 330,000 active; AID 2544;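 active = inhibition reaching a set limit with compound at 10 µM in the primary screen, cut at about 35% in these data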;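 note: plate controls were DMSO wells with enzyme for no effect and no-enzyme buffer wells for full effect; values of inactives mirror those of a sister screen read the other way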
NR3A LBD binder = NR3A (human) ligand-binding domain modulation. AID 1259313. Tm shift relative to glycine control, % at 25 µM. 2.5% of 340,000 active. NR3A LBD differential scanning fluorimetry, Tm shift; 0% = protein alone, 100% = glycine-bound protein;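 active = melting temperature shift of at least 10% of the positive control shift, at one fixed dose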
mIAP activ = increases mouse intestinal alkaline phosphatase activity | 0.24% of 330,000 active | activation factor at 10 µM | muIAP, CDP-Star luminescence, 30 min; active compounds read high; 1 = vehicle-only enzyme signal, 0 = enzyme-free wells;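 active = activation factor of at least 2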; note: the source names both 10 and 20 µM as test concentration; values of inactives mirror those of a sister screen read the other way
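Assay system: mouse IAP enzyme; reagent: chemiluminescent substrate CDP-Star; dosing: test compounds delivered from DMSO solution; schedule: 30 min at room temperature; measured by: luminescence from enzymatic CDP-Star hydrolysis; controls: DMSO-only wells and no-enzyme negative control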
APOBEC3G inh = APOBEC3G (human) deaminase inhibition. inhibition, % at 20 µM. recombinant A3G, ssDNA deamination FAM/TAMRA fluorescence. 0.28% of 330,000 active. Q9HC16. AID 493012;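 active = inhibition of at least 40% at 20 µM, with no more than 30% in the related APOBEC3A deaminase screen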;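 note: plate controls were DMSO wells with A3G for no effect and wells lacking A3G enzyme for full effect; some compounds called inactive have numbers as strong as hits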
Target sequence (Q9HC16 whole entry, looked up): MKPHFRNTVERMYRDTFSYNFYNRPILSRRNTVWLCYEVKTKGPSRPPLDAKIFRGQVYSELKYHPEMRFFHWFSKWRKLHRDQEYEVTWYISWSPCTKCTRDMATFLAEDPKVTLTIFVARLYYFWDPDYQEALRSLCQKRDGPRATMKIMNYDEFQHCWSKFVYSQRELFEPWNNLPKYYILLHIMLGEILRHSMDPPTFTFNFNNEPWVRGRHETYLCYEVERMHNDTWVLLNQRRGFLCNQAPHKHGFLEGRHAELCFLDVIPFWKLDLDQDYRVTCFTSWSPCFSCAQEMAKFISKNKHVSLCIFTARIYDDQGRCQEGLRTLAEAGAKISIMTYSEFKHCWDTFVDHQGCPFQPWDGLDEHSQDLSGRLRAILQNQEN
APOBEC3A inh = human APOBEC3A DNA deaminase inhibition; P31941; recombinant A3A, FAM/TAMRA ssDNA deamination fluorescence; inhibition, % at 20 µM; 0.41% of 330,000 active; AID 493011;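 active = at least 40% inhibition at 20 µM here, with at most 30% in a related deaminase screen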;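 note: plate controls were A3A with DMSO for no effect and wells lacking A3A enzyme for full effect; some results filed as inactive read as strong as hits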
MPTP block = blocks calcium-induced mitochondrial swelling. inhibition, % at 10 µM. 1.4% of 360,000 active. AID 602449. isolated mouse mitochondria, Ca2+ swelling absorbance, 30 min;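 active = inhibition of 50% or more, scaled per plate between neutral and stimulator controls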;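 note: 0% = DMSO wells given calcium and 100% = 1 mM EGTA wells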
Starred values were filed as active, the others as inactive; . = no result given.

SMILES | beta cell repl | hIAP activ | mIAP inh | hIAP block | NR3A LBD binder | mIAP activ | APOBEC3G inh | APOBEC3A inh | MPTP block
CC(C)CC(C(=O)NC(C)(C)C)N(Cc1ccccc1Cl)C(=O)c1snc(C(N)=O)c1N (stereo unspecified) | 0.2 | 1.02 | 12.5 | -1.9 | -2.9 | 0.875 | -4.9 | -2.3 | 0.8
N#Cc1c(N)n(-c2ccc(C(=O)O)cc2)c2nc3ccccc3nc12 | 0.5 | 0.966 | 0.6 | 3.4 | -0.9 | 0.994 | 2.0 | 2.9 | 3.2
Cn1c(SCC(=O)Nc2cccc3ccccc23)nc(O)cc1=O | -3.9 | 1.12 | 11.6 | -12.0 | -4.3 | 0.884 | -6.8 | -2.7 | -0.3
Cc1ccc(-c2csc(N=C(N)N)n2)cc1 | -3.4 | 1.09 | -12.9 | -9.4 | 5.0 | 1.13 | -2.3 | -7.9 | 8.2
O=C1CC(c2ccc(S(=O)(=O)NCCOc3ccccc3)cc2)CN1 (stereo unspecified) | 0.2 | 0.89 | 12.1 | 11.0 | -1.3 | 0.879 | -2.7 | 4.7 | 1.6
CC(C)(C)c1[nH]nc2c1C(c1ccncc1)C(C#N)=C(N)O2 (stereo unspecified) | -2.5 | 1.05 | 1.4 | -4.8 | 0.9 | 0.986 | -4.5 | -3.1 | 2.5
Nc1c(NCc2ccccc2F)c(=O)[nH]c(=O)n1Cc1ccccc1 | -2.0 | 1.03 | -2.8 | -2.6 | -2.5 | 1.03 | -6.0 | -10.3 | -0.4
OCC1(CCOc2ccccc2)CCN(Cc2cn[nH]c2-c2ccccc2)CC1 | 1.2 | 1.07 | 5.7 | -7.5 | 3.2 | 0.943 | -0.9 | -0.5 | -0.7
O=C(c1ccc(COCC(F)(F)F)cc1)N1CCN(c2ccccn2)CC1 | -2.0 | 0.965 | 1.1 | 3.5 | -8.8 | 0.989 | -4.3 | 4.0 | -0.4
O=C(O)/C(=C\c1ccccc1OC(F)F)c1ccc(-c2ccccc2)cc1 | 2.3 | 0.875 | 7.9 | 12.5 | -2.0 | 0.921 | -9.0 | -4.7 | -3.3
Cc1ccccc1Cn1nnc2c1C(=O)c1ccccc1C2=O | -6.0 | 0.975 | 0.9 | 2.5 | 0.4 | 0.991 | -5.8 | -4.5 | 8.3
CC(C)CCN1CCN(Cc2ccc(Oc3ncccn3)cc2)CC1CCO (stereo unspecified) | -3.0 | 0.969 | -4.3 | 3.1 | -0.7 | 1.04 | -6.5 | 1.8 | 1.2
NC(=O)c1ccsc1NC(=O)COC(=O)c1ccc(Cl)nc1 | -2.4 | 1.18 | -3.4 | -17.6 | -0.3 | 1.03 | -2.1 | 1.9 | -0.4
O=C(c1ccc(C(=O)N2CCOCC2)s1)N1CCOCC1 | -0.2 | 1.18 | 8.7 | -17.8 | -0.8 | 0.913 | 1.1 | 4.7 | -3.1
CC(Oc1ccccc1)C(=O)Nc1nnc(S(=O)(=O)N2CCCCCC2)s1 (stereo unspecified) | -0.6 | 1.33 | 0.6 | -33.2 | -5.6 | 0.994 | 9.8 | 0.4 | 3.3
CCOc1ccccc1CNc1nc2nc3c(c(=O)n2[nH]1)CCC3 | -1.6 | 0.949 | -0.4 | 5.0 | -0.3 | 1 | -8.2 | -3.5 | -5.3
COc1ccc(C(=O)NCc2ccc(C)cc2)cc1S(=O)(=O)N1CCCc2ccccc21 | -5.2 | 0.988 | -0.6 | 1.2 | -2.0 | 1.01 | -7.1 | -3.9 | 2.5
CC12CCC(C(=O)NC(c3ccccc3)c3ccccc3)(OC1=O)C2(C)C (stereo unspecified) | 0.2 | 1.08 | -0.1 | -7.8 | -0.3 | 1 | -0.6 | 7.0 | -0.8
O=C1CSC(=S)N1c1ccc(Cl)c(Cl)c1 | -2.1 | 1.24 | 8.7 | -23.9 | 0.6 | 0.913 | -3.8 | 1.9 | 2.2
O=C(NCc1ccc(F)cc1)c1ccc2c(=O)n3c(nc2c1)CCCCC3 | -2.6 | 0.923 | 2.0 | 7.7 | 2.2 | 0.98 | -4.6 | -1.1 | -0.5
CN(C1CCCCC1)S(=O)(=O)c1cn(C)c(=O)n(C)c1=O | -0.9 | 1.03 | -2.0 | -2.6 | -0.3 | 1.02 | -6.7 | -0.2 | -0.1
CC(C)N1CCN(CCCc2ccccc2)CC1CCO (stereo unspecified) | -1.9 | 1 | 8.0 | -0.3 | 0.2 | 0.92 | -5.1 | -3.0 | -0.3
COc1ccccc1NC(=O)C12CC3CC(C1)CC(c1ccc(C)cc1)(C3)C2 | -5.3 | 0.813 | -3.8 | 18.7 | -4.0 | 1.04 | -2.4 | 2.8 | 3.4
COCCn1c(SCC(=O)c2c(N)n(C3CC3)c(=O)[nH]c2=O)nnc1-c1ccc(Cl)cc1 | 2.9 | 0.86 | 6.8 | 14.0 | -3.1 | 0.932 | -9.8 | -2.6 | -0.4
Cc1ccc(NC(=S)NCc2ccc(S(N)(=O)=O)cc2)cc1Cl | -2.0 | 1.12 | -82.6 | -11.9 | 0.0 | 1.83 | -3.2 | -6.0 | 29.9

Continued, starting with the last 2 of the part before.
SMILES | beta cell repl | hIAP activ | mIAP inh | hIAP block | NR3A LBD binder | mIAP activ | APOBEC3G inh | APOBEC3A inh | MPTP block
COCCn1c(SCC(=O)c2c(N)n(C3CC3)c(=O)[nH]c2=O)nnc1-c1ccc(Cl)cc1 | 2.9 | 0.86 | 6.8 | 14.0 | -3.1 | 0.932 | -9.8 | -2.6 | -0.4
Cc1ccc(NC(=S)NCc2ccc(S(N)(=O)=O)cc2)cc1Cl | -2.0 | 1.12 | -82.6 | -11.9 | 0.0 | 1.83 | -3.2 | -6.0 | 29.9
COc1ccc(C(=O)Cc2cc(OC)c(OC)cc2[N+](=O)[O-])cc1 | 1.4 | 1.21 | -10.2 | -20.7 | . | 1.1 | 0.9 | 4.6 | 0.6
O=C(NCc1ccccc1)C(C(=O)c1ccc(F)cc1)n1ccccc1=O (stereo unspecified) | -1.1 | 1 | 6.6 | -0.2 | 0.5 | 0.934 | -6.4 | -2.3 | -0.3
O=C(N/N=C/c1ccccc1OC(F)F)c1cc(-c2ccncc2)nc2ccccc12 | 1.8 | 0.938 | 4.5 | 6.2 | -6.6 | 0.955 | -0.1 | 4.4 | -0.5
CCCCOc1ccc(C(=O)OCC(=O)c2c(N)n(C)c(=O)n(C)c2=O)cc1 | -4.3 | 0.956 | 0.1 | 4.4 | -9.9 | 0.999 | -6.5 | -5.1 | -0.5
Cc1ccc(C(=O)CCC(=O)NCc2ccc(Cl)cc2)cc1 | -5.4 | 1.06 | 9.3 | -6.0 | -0.1 | 0.907 | -5.4 | -4.5 | -0.2
Cc1cc(C(=O)COC(=O)C2CCN(C(=O)c3ccc(Cl)cc3)CC2)c(C)n1CC1CCCO1 (stereo unspecified) | -2.7 | 0.945 | 4.7 | 5.5 | -1.9 | 0.953 | -4.6 | 0.3 | 1.7
CC1=C(C)CC(C(=O)NC(C)CCc2ccccc2)C(C(=O)O)C1 (stereo unspecified) | -0.4 | 0.914 | 2.5 | 8.6 | -2.7 | 0.975 | -15.6 | -1.9 | -1.3
O=Cc1cn(CCC(=O)O)nc1-c1cc2ccccc2o1 | -3.5 | 1.01 | -2.8 | -1.0 | -3.8 | 1.03 | 0.1 | 3.9 | -10.7
COc1ccc(OC)c(Cc2nnc(CCC(=O)NCc3ccc(C)s3)o2)c1 | -1.3 | 0.982 | 0.4 | 1.8 | -2.3 | 0.996 | -1.5 | 5.2 | -2.6
O=C(/C=C/c1ccc2c(c1)OCO2)NCCCN1CCOCC1 | 1.1 | 0.882 | -2.4 | 11.8 | -5.4 | 1.02 | -8.0 | -5.0 | 0.9
CCOC(=O)C1(CCOc2ccccc2)CCN(Cc2ccc(F)c(OC)c2)CC1 | -3.6 | 1.11 | 6.5 | -11.0 | -0.8 | 0.935 | -6.4 | 0.4 | 2.7
CCCCn1c(N)c(N(CCOC)C(=O)c2cc(S(=O)(=O)N3CCCCC3)ccc2Cl)c(=O)[nH]c1=O | 1.5 | 0.976 | 4.6 | 2.4 | 20.4* | 0.954 | -6.8 | 6.5 | 0.3
CC(C)(C)NCC(O)COc1ccccc1C1CCCC1 (stereo unspecified) | -8.0 | 0.911 | 10.9 | 8.9 | 2.0 | 0.891 | 3.8 | 3.9 | 95.1*
CCCCc1ccc(NC2=NCC(=O)N2CCc2ccccc2)cc1 | -4.5 | 1.01 | -7.6 | -0.6 | -0.6 | 1.08 | -8.6 | 0.3 | 2.1
NC(=O)C1CCN(CC(O)COCc2ccccc2Cl)CC1 (stereo unspecified) | -2.8 | 1.06 | -1.9 | -6.3 | -2.3 | 1.02 | -6.2 | -0.7 | -0.6
Cc1ccccc1NC(=O)OCc1cn(-c2ccc(Cl)cc2)nn1 | 1.1 | 1.06 | 14.6 | -5.9 | -0.3 | 0.854 | -9.9 | -4.2 | 1.9
N#Cc1cccc(Nc2c3c(nc4ccccc24)CCCC3)c1 | -4.6 | 0.889 | 15.7 | 11.1 | -1.2 | 0.843 | -2.6 | -1.8 | 6.5
O=C(Oc1ccc(Br)cc1C(=O)/C=C/c1ccccc1F)c1ccco1 | -6.2 | 0.846 | 1.2 | 15.4 | -2.5 | 0.988 | -3.0 | 1.0 | 7.1
O=C(CN1CCc2cc3c(cc2C1)OCCCO3)Nc1cccc(Br)c1 | -5.0 | 0.877 | -4.4 | 12.3 | -5.5 | 1.04 | -4.6 | -3.3 | 0.0
CCOc1cc(CNc2ccc(S(N)(=O)=O)cc2)ccc1OCC(=O)NC(C)(C)C | -1.7 | 0.858 | 1.9 | 14.2 | -1.3 | 0.981 | -1.9 | 3.7 | 0.6
COc1ccccc1CNC(=O)CSc1ccc(Br)cc1 | 0.0 | 0.983 | -2.5 | 1.7 | -8.1 | 1.02 | -4.9 | 1.1 | 3.8
Cc1nc2scc(-c3ccccc3)c2c(=O)n1/N=C/c1ccco1 | 3.4 | 0.979 | -6.0 | 2.1 | 0.1 | 1.06 | -5.4 | 4.4 | 3.1
CC(CC(=O)Nc1ncc([N+](=O)[O-])s1)c1ccccc1 (stereo unspecified) | -4.8 | 1.04 | 12.4 | -3.6 | -9.1 | 0.876 | -9.3 | 3.3 | 39.8
Cc1ccc(NC(=O)CSCC(=O)N(C)CC(=O)Nc2cccc(F)c2)cc1 | -3.4 | 1.09 | 11.9 | -9.2 | -0.7 | 0.881 | -5.3 | 25.2 | -1.3
Cc1ccc(S(=O)(=O)N(C)Cc2ccc(-c3nnc4n3CCC4)cc2)cc1 | -1.7 | 0.881 | 3.3 | 11.9 | -2.0 | 0.967 | -4.0 | -1.1 | 0.7
COC(=O)c1[nH]c2ccccc2c1NC(=O)CN1CCN(Cc2ccc3c(c2)OCO3)CC1 | -2.2 | 1.14 | 6.0 | -13.7 | -1.6 | 0.94 | -11.7 | 0.5 | -0.9
COc1ccc(OC)c2[nH]c(C(=O)N3CCC(C(=O)O)CC3)cc12 | 3.7 | 0.914 | -8.7 | 8.6 | 0.2 | 1.09 | -9.8 | -7.7 | 0.9
Cc1ccsc1C=C1C(=O)c2ccccc2C1=O | -2.2 | 0.829 | 4.1 | 17.1 | 3.2 | 0.959 | -0.9 | -0.2 | 1.1
Cc1cc(C(=O)OC(C)C(=O)Nc2cccc(Cl)c2)on1 (stereo unspecified) | 1.9 | 0.852 | 7.1 | 14.8 | -0.9 | 0.929 | -13.4 | -1.4 | -0.9
Cc1ccc(C)c(C(=O)N2CCC(n3nccc3NC(=O)C3CC3)CC2)c1 | -3.4 | 1.08 | 6.4 | -7.7 | 0.4 | 0.936 | -7.4 | -3.9 | -0.1
